Bioassay records deposited in PubChem by Sanford-Burnham Center for Chemical Genomics.
EBI2 antag = blocks human EBI2 receptor beta-arrestin signaling; inhibition, % at 5 µM; EBI2 beta-arrestin recruitment, luminescence, 7a,25-OHC stimulated; actives 0.81% (n = 360,000); P32249; AID 651636; in the data active = inhibition above about 38%;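 note: enzyme fragment complementation signal reports receptor beta-arrestin coupling in cells; 0% = agonist plus DMSO wells and 100% = wells without agonist; some results beyond the cut were filed as inactive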
Target sequence (P32249 whole entry, looked up, the tested form may be a part): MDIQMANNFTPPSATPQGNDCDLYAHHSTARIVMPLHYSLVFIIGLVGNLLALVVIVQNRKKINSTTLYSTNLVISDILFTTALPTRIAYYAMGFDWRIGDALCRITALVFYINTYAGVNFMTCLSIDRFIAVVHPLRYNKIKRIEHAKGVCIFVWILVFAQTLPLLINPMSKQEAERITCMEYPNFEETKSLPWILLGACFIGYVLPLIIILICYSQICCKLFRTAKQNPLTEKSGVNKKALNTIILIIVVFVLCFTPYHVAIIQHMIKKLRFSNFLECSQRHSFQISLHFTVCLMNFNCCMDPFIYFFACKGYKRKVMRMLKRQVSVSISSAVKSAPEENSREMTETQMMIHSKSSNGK
Mdm2 MdmX PPI = inhibitors of human Mdm2/MdmX interaction | O15151+Q00987 | SaOS-2 split-luciferase Mdm2/MdmX complementation, luminescence | AID 485346 | actives 3% (n = 330,000) | inhibition, % at 8 µM;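 active = inhibition of at least 50% at 8 µM in the primary screen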
APJ agonist = agonists of human APJ apelin receptor; actives 0.11% (n = 330,000); activation, % at 20 µM; CHO-K1 APJ PathHunter beta-arrestin, luminescence; 0% DMSO wells, 100% apelin; P35414;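 active = activation more than six SD over the plate average, tested at 20 µM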;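 note: 0% = DMSO alone and 100% = apelin-13 at 10 nM; some results filed as inactive read as strong as hits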
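Assay system: CHO-K1 cells stably expressing ProLink-tagged human APJ and arrestin–beta-gal acceptor. Compound dosing: 20 µM single point, 1% DMSO. Times: 16-18 h seeding, 90 min dark compound exposure, 60 min detection. Detection: beta-gal luminescence. Evaluation: APJ–arrestin association signal. Controls: negative DMSO alone, positive Apelin-13 at 10 nM.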
CCR6 antagonist = blocks CCL20-driven beta-arrestin recruitment at human CCR6 | P51684 | CHO-K1 CCR6 PathHunter beta-arrestin, luminescence, CCL20-stimulated | inhibition, % at 20 µM | actives 0.49% (n = 340,000);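 active = compounds whose inhibition of the agonist-driven luminescence signal at 20 µM reaches about 50%, limit read from the data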;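 note: cells stimulated with CCL20 at 14 nM final; plate controls were DMSO with CCL20 for no effect and DMSO without agonist for full effect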
Target sequence (P51684 whole entry, looked up): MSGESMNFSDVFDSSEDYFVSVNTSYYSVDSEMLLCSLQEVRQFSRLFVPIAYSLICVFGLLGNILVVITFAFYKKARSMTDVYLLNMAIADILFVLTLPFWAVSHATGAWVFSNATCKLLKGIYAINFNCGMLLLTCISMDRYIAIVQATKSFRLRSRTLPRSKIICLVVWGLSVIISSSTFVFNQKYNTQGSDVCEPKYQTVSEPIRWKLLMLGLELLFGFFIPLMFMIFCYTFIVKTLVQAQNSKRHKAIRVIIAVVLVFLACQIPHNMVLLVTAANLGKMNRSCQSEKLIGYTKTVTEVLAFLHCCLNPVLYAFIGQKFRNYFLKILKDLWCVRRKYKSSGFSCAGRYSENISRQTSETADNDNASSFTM
CHOP UPR activ = activators of apoptotic arm of unfolded protein response (CHOP); activation, % at 10 µM; actives 0.34% (n = 330,000); AID 449763; CHO-CHOP luciferase reporter, UPR activation, luminescence; percent of tunicamycin response over DMSO baseline;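 active = at 10 µM dose, activation of 40% or more, normalized to positive control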;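 note: 100% = tunicamycin at 10 µg/mL and 0% = DMSO alone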
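Evaluation: % reporter activation, DMSO baseline versus tunicamycin full activation; System: CHO-CHOP luciferase reporter cell line; Input: 500 cells/well; Incubation: 6 h compound treatment, 37 °C; Measured by: Steady-Glo luciferase luminescence; Dosing: one dose, 10 µM in 0.5% DMSO; Buffer or medium: F12 medium, 10% FBS; Benchmarks: positive tunicamycin 10 µg/mL, negative DMSO alone.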
tim23-1 inh = inhibits growth of tim23-1 mutant yeast. AID 463212. actives 1.3% (n = 330,000). inhibition, % at 20 µM. S. cerevisiae tim23-1 growth, BacTiter-Glo luminescence, 24 h;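 active = growth inhibition of the mutant yeast at or above 50%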;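 note: temperature-sensitive mutant grown at 25 °C; plate controls were DMSO-treated mutant yeast for no effect and medium wells lacking yeast for full effect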
XBP1 UPR activ = activators of adaptive arm of unfolded protein response (XBP1); CHO-XBP1 luciferase reporter, IRE1-XBP1 UPR activation, luminescence; percent of tunicamycin response, DMSO as zero; activation, % at 20 µM; actives 0.33% (n = 330,000); AID 463104;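 active = versus positive control, 20 µM dose yields 30% or more activation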;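 note: 100% = tunicamycin at 10 µg/mL and 0% = DMSO only wells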
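Material: CHO-XBP1 cells stably carrying IRE1-XBP1-driven luciferase reporter | Medium: F12 with 10% serum | Compound dosing: 20 µM single concentration, DMSO 1% | Incubation: Overnight seeding at 37 °C, 6 h compound treatment at 37 °C | Detection: Steady-Glo luminescence read | Read-out basis: % activation of reporter signal versus tunicamycin and DMSO controls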
APJ antag = APJ receptor antagonism | P35414 | AID 2521 | actives 0.32% (n = 330,000) | inhibition, % at 20 µM | CHO-K1 APJ beta-arrestin complementation, luminescence;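 active = inhibition above about 40% at 20 µM, limit read from the data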;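 note: cells challenged with 10 nM apelin-13 agonist together with compound; plate controls were apelin-13 plus DMSO wells for no effect and DMSO wells lacking apelin-13 for full effect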
CXCR6 inh = CXCR6 (human) receptor inhibition; O00574; CHO-K1 PathHunter CXCR6 beta-arrestin, luminescence; inhibition, % at 20 µM; actives 0.36% (n = 360,000); in the data active = inhibition above about 34%, passing the limit was not always enough;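 note: antagonist mode with CXCL16 agonist at 10 nM final; 0% = 10 nM CXCL16 with DMSO and 100% = unstimulated wells without agonist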
Target sequence (O00574 whole entry, looked up): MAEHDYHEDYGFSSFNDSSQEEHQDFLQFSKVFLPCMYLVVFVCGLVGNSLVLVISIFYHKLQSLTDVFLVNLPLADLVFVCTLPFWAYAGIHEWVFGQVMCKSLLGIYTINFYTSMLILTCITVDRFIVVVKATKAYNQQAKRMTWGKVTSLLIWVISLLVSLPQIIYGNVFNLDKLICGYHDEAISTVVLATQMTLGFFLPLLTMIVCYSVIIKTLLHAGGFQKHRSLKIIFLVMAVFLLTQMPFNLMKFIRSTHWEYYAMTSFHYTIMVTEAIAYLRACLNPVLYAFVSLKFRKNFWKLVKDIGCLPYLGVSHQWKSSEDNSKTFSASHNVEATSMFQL
Numbers without * were called inactive; . = not tested or not shown. These rows are one share of the data; rates above refer to the full screens.

SMILES	XBP1 UPR activ	APJ agonist	CCR6 antagonist	EBI2 antag	Mdm2 MdmX PPI	tim23-1 inh	CXCR6 inh	CHOP UPR activ	APJ antag
O=C(Nc1cc(C(F)(F)F)ccc1-n1cncn1)C1CC1	-2.1	-2.6	-4.9	4.9	-8.5	-11.0	-1.2	-0.2	-31.7
Cc1ccc(SCCC(=O)NC2CC2)cc1	-1.1	-5.5	0.7	-12.4	-19.4	-11.5	3.6	-1.5	3.3
O=C(NC1CCN(Cc2ccccc2)CC1)c1ccccc1OCc1ccccc1Cl	-3.1	-9.2	8.3	14.1	26.0	21.7	5.7	-1.5	6.7
COc1cc2c(cc1OC)CN(c1ncccc1[N+](=O)[O-])CC2	10.9	-1.5	9.6	7.5	-34.6	21.4	2.0	6.1	-3.1
COc1ccccc1C1(CCNC(C)c2cccs2)CCOC(C(C)C)C1 (stereo unspecified)	1.5	-4.1	4.6	0.7	32.3	20.0	7.0	-0.9	10.4
CC1(C)CC(=O)N(c2cccc(C(F)(F)F)c2)C(=O)C1	-4.9	-2.8	13.1	-7.6	30.9	11.2	-1.6	0.9	2.5
CCOc1ccc(C(=O)CCC(=O)N(CC)CC(=O)NCc2cccs2)cc1	-2.6	1.9	9.1	-3.2	-27.4	12.1	-3.3	1.0	-13.9
O=C(OCc1ccc(F)cc1Cl)c1ccccn1	2.4	-3.1	3.2	-13.9	27.1	19.9	1.2	1.9	0.4
C[C@@H]1C=C(C(=O)NCc2nc3ccccc3[nH]2)O[C@H](OCc2ccc(CO)cc2)C1	0.2	0.0	5.8	-7.4	4.3	-0.2	-1.2	0.8	0.4
O=C(CN1C(=O)/C(=C/c2ccc(F)cc2)SC1=S)N1CCN(CCc2ccccn2)CC1	-6.4	-0.2	11.6	14.7	60.5*	17.3	-4.9	-0.5	-28.9
O=C(COC(=O)CC1CC2CCC1C2)NC(=O)NC1CCCC1 (stereo unspecified)	-1.2	1.2	9.9	3.4	-23.9	11.9	10.7	0.2	1.7
COc1ccc([C@@H](C)NC(=O)c2ccc3oc(C(C)C)nc3c2)cc1	0.1	-3.4	14.4	-7.1	-13.6	25.5	-3.0	5.4	-4.7
Cc1ccc(C)c(NC(=O)c2ccc(S(=O)(=O)C(F)F)cc2)c1	-0.9	-1.2	-2.5	7.0	9.4	16.0	-4.1	-0.4	1.7
Cc1ccccc1NC(=O)Cn1cnc2c(oc3ccccc32)c1=O	0.0	-5.0	9.1	-11.3	-1.7	-2.9	-18.7	0.0	9.2
Cc1ccc(S(=O)(=O)N(C)c2ccccc2C(=O)N2CCCC2)cc1	-0.3	-6.3	-0.3	-4.7	-20.1	0.1	-5.4	-0.2	4.2
O=C(N/N=C/c1ccc[nH]1)c1sc2ccccc2c1Cl	2.7	-5.1	46.1	9.0	29.0	39.8	28.2	4.1	12.9
Cc1cc(=O)[nH]c2c(C)c(N)ccc12	-2.9	0.1	10.3	-3.3	-20.8	9.3	-3.7	0.5	5.9
COc1ccc(OC)c(S(=O)(=O)Nc2ccc(-c3ccc4nnc(C)n4n3)cc2)c1	6.3	0.4	5.3	-4.0	51.1*	18.6	3.0	1.1	-0.3
COc1cccc(NC(=O)CSc2nnc(CNC(=O)c3ccccc3F)o2)c1	-6.8	0.2	-1.5	-9.9	12.8	12.6	-1.2	0.1	2.7
COc1ccc(-n2cnc3cc(N)ccc32)cc1	6.3	-1.1	7.2	2.7	-18.9	9.9	0.0	1.3	-5.1
CCOc1ccc(CO[C@@H]2O[C@H](CO)[C@@H](O)[C@H](O)[C@H]2NC(C)=O)cc1OC	-1.8	-1.4	-2.2	-5.2	6.4	-8.2	6.6	1.4	-4.5
CCCc1c(C(=O)NNc2ccccc2OC)cnn1-c1ccccc1	-2.6	-8.1	25.4	19.3	-2.4	42.4	16.8	0.3	25.6
O=C(O)c1cccc(NC2=C(N3CCOCC3)C(=O)c3ccccc3C2=O)c1	-0.5	6.9	3.4	-8.0	5.4	0.6	-7.2	-0.9	-33.3
COc1cccc(/C=N/NC(=O)c2ccoc2C)c1O	-3.2	-6.1	-2.5	-6.5	23.2	42.3	-6.7	2.0	10.1
Cc1ccc2nc3c(cc(C(=O)NCC4CCCO4)c(=N)n3CC3CCCO3)c(=O)n2c1 (stereo unspecified)	1.9	-4.5	18.2	0.9	-19.3	11.9	0.0	0.6	10.8
CCCCCc1c(C)[nH]c2nc3ccccc3n2c1=O	4.3	-4.0	10.9	-2.5	-27.2	44.3	-3.5	4.4	-0.3
CCN(C(=O)C1CC1)C1CCS(=O)(=O)C1 (stereo unspecified)	0.1	-3.4	0.0	5.3	8.6	1.0	-5.7	5.7	8.5
CC(CCN(C)C)OC(=O)c1ccc(C(C)c2ccccc2)o1 (stereo unspecified)	-3.9	-2.0	-3.1	0.0	3.7	-19.9	12.6	-1.1	5.1
Cc1cn(C2CCC(CO)O2)c(=O)[nH]c1=O (stereo unspecified)	-4.1	-4.5	16.3	-10.6	16.9	-6.1	4.0	0.8	15.0
Cn1cccc1/C=N\NC(=O)c1cncc(Br)c1	1.6	-1.0	-9.4	-8.2	-1.7	-18.7	-0.1	1.8	-3.4
COc1cc(C)ccc1OCc1cc(C(=O)NC(C)Cn2cncn2)no1 (stereo unspecified)	1.6	8.2	1.8	-3.7	-54.4	11.8	-0.7	5.9	13.1
CC(O)[C@H]1CNC(=S)N1CCc1cccc(F)c1 (stereo partly specified)	0.0	-3.3	1.5	2.6	-15.2	11.2	-2.6	1.4	6.7

Complete entries, quoted from the list.
Listed for CCCCCc1c(C)[nH]c2nc3ccccc3n2c1=O : XBP1 UPR activ = 4.3; APJ agonist = -4.0; CCR6 antagonist = 10.9; EBI2 antag = -2.5; Mdm2 MdmX PPI = -27.2; tim23-1 inh = 44.3; CXCR6 inh = -3.5; CHOP UPR activ = 4.4; APJ antag = -0.3
Listed for Cn1cccc1/C=N\NC(=O)c1cncc(Br)c1 : XBP1 UPR activ = 1.6; APJ agonist = -1.0; CCR6 antagonist = -9.4; EBI2 antag = -8.2; Mdm2 MdmX PPI = -1.7; tim23-1 inh = -18.7; CXCR6 inh = -0.1; CHOP UPR activ = 1.8; APJ antag = -3.4
Listed for Cc1ccc2nc3c(cc(C(=O)NCC4CCCO4)c(=N)n3CC3CCCO3)c(=O)n2c1 (stereo unspecified) : XBP1 UPR activ = 1.9; APJ agonist = -4.5; CCR6 antagonist = 18.2; EBI2 antag = 0.9; Mdm2 MdmX PPI = -19.3; tim23-1 inh = 11.9; CXCR6 inh = 0.0; CHOP UPR activ = 0.6; APJ antag = 10.8

(further entries)
SMILES	XBP1 UPR activ	APJ agonist	CCR6 antagonist	EBI2 antag	Mdm2 MdmX PPI	tim23-1 inh	CXCR6 inh	CHOP UPR activ	APJ antag
O=C(N/N=C/C=C/c1cccc([N+](=O)[O-])c1)c1ccncc1	-1.6	1.9	5.2	1.3	13.9	4.0	4.8	-0.8	-11.1
COc1cc(-c2ccc(Nc3ccccc3C(=O)O)c(OC)c2)ccc1Nc1ccccc1C(=O)O	-5.4	-2.2	36.7	3.6	81.0*	8.7	17.9	-0.4	14.3
Nc1nn(-c2ccccc2)nc1C(=O)OCc1ccccc1	0.9	-2.1	24.3	-1.8	-43.6	21.0	0.5	3.1	5.8
CCCCNCCOCCSc1ccc(Cl)cc1	-2.8	-4.4	3.0	15.3	21.2	8.4	4.0	-1.2	11.9
CCN(CC)c1nc2ccccc2[nH]c1=O	0.9	-0.6	-2.0	-0.9	-5.5	-10.6	2.2	1.2	-10.3
CCN(CC)c1ccc(NC(=O)/C=C\c2ccccc2Cl)cc1	5.6	-2.4	23.9	48.6*	6.8	23.0	13.0	6.9	9.4
Cc1cc(NC(=O)Nc2ccccc2[N+](=O)[O-])no1	0.8	-0.2	-7.2	0.9	-19.9	14.4	-5.8	0.5	-14.2
Cc1ccc(N/C(N)=N/c2nc(CSc3nnc(N)s3)cc(=O)[nH]2)cc1	-1.5	0.8	8.2	-4.8	18.4	1.0	-7.6	-1.9	3.9

Exported with two lines to a compound: entries from further up
Values in the order – XBP1 UPR activ | APJ agonist | CCR6 antagonist | EBI2 antag | Mdm2 MdmX PPI | tim23-1 inh | CXCR6 inh | CHOP UPR activ | APJ antag
- Cc1cc(NC(=O)Nc2ccccc2[N+](=O)[O-])no1
→ 0.8 | -0.2 | -7.2 | 0.9 | -19.9 | 14.4 | -5.8 | 0.5 | -14.2
- Cc1ccc(N/C(N)=N/c2nc(CSc3nnc(N)s3)cc(=O)[nH]2)cc1
→ -1.5 | 0.8 | 8.2 | -4.8 | 18.4 | 1.0 | -7.6 | -1.9 | 3.9

More entries follow.
SMILES	XBP1 UPR activ	APJ agonist	CCR6 antagonist	EBI2 antag	Mdm2 MdmX PPI	tim23-1 inh	CXCR6 inh	CHOP UPR activ	APJ antag
COc1ccc(C(=O)C2CCCN(C(=O)c3ccccc3C(C)=O)C2)cc1F (stereo unspecified)	-0.7	-3.0	6.6	-6.7	-9.5	11.0	4.2	1.7	2.5
COc1cccc(-n2c(C)nn(CCOc3ccccc3)c2=O)c1	0.3	-1.4	-4.6	1.3	-11.3	15.5	-4.1	-1.6	6.9
CCOc1cc(C2C(C#N)=C(N)OC(C)=C2C(C)=O)c(Br)c(Br)c1OC(C)C (stereo unspecified)	13.7	2.6	8.1	-6.3	64.4*	45.0	1.1	-0.7	18.3
CCc1cc[n+](-c2nc3ccccc3nc2[N-]S(=O)(=O)c2ccc(Br)s2)cc1	3.6	6.1	-4.1	-12.3	10.2	11.9	7.3	1.3	-13.2
COc1ccc(C(=O)Nc2ccc(N3CCN(c4ccc(OC)cc4)CC3)c(C#N)c2)cc1	8.7	-3.2	4.1	0.6	28.3	-1.6	-7.1	-3.8	1.1
C=CCNC(=O)c1ccccc1NC(=O)C1CC(=O)N(C(C)C)C1 (stereo unspecified)	-3.9	-0.3	7.6	-5.8	-23.1	-0.9	-12.2	0.0	-10.8
Cc1ccc(CN/C=C/C(=O)c2ccc(Br)cc2)cc1	-0.9	-1.6	16.6	9.5	-3.5	39.4	-2.9	4.8	17.3
O=C(CN(C(=O)CNC(=O)c1ccco1)c1ccc(F)c(Cl)c1)NC1CCCCC1	-3.1	-0.2	11.8	4.9	17.7	7.0	6.0	-0.9	11.4
CC(=O)Nc1ccc(N2CCc3c(C)c(C#N)c4nc5ccccc5n4c32)cc1	-1.9	0.2	.	.	24.8	-16.5	.	-0.9	-2.9
